# Cdc42 wt GTP = modulators (inhibitors or activators) of GTP binding to human Cdc42 wildtype; P60953; GST-Cdc42 beads, Bodipy-GTP binding, flow cytometry; actives lie on both sides; percent activity (GTP binding), % at 10 µM; 190,000 compounds, 0.2% hits;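 active = percent activity GTP binding at least 20 points away from the 100% baseline, either down as inhibitor or up as activator; inconclusive = compound flagged as likely green fluorescent from well-wide comparison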;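 note: median bead fluorescence of bound Bodipy-FL-GTP at 100 nM; 0% = excess unlabeled GTP control and 100% = no compound control; below 100% means less GTP binding so inhibitor and above means activator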
# Target sequence (P60953 whole entry, looked up): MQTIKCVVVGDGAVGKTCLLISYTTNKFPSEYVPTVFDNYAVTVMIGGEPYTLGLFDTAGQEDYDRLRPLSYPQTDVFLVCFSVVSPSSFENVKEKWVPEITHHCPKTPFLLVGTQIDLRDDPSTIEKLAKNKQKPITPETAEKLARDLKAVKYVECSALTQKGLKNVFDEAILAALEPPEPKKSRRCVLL
# HRas wt GTP = changes GTP binding to wildtype human HRas; GST-Ras wt beads, Bodipy-FL-GTP binding, flow cytometry; actives lie on both sides; GTP binding activity, % at 10 µM; 190,000 compounds, 0.14% hits; AID 759;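 active = GTP binding activity at least 20% away from the 100% baseline, either lowered as inhibitor or raised as activator; inconclusive = flagged as likely green fluorescent, judged across all proteins in the well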;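 note: 0% = unlabeled GTP competition control and 100% = no-compound control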
# Rab7 wt GTP bind = modulators of GTP binding to dog Rab7 wildtype GTPase. GTP binding activity (percent of control), % at 10 µM. 190,000 compounds, 0.055% hits. GST-Rab7 beads, fluorescent GTP binding, flow cytometry; actives lie on both sides; untreated = 100%, excess cold GTP = 0%;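 active = fluorescent GTP binding to Rab7 beads changed by at least 20 points from the 100% baseline, either direction, mostly lower; inconclusive = compound itself probably fluorescent, or too few beads counted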;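 note: median green fluorescence of bound Bodipy-FL-GTP per Rab7 bead population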
# Rac1 wt modul = modulators of human Rac1 wildtype GTP binding; P63000; GST-Rac1 beads, fluorescent GTP binding, flow cytometry; actives lie on both sides; 0 = cold GTP competed, 100 = untreated; GTP binding activity (% of control), % at 10 µM; 190,000 compounds, 0.27% hits; AID 757;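 active = GTP binding activity at least 20 points away from the 100% control level, either lower or higher; inconclusive = compound flagged as likely green fluorescent, judged across all proteins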
# RGS8-Gao reg = regulators of human RGS8-Galphao interaction | AID 1423 | 220,000 compounds, 0.34% hits | P09471 | response (percent of control binding), % at 10 µM | multiplexed bead flow cytometry, RGS8-Galphao binding; actives lie on both sides; in the data active = response below about 60% or above about 140%; inactive = in between;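 note: Galphao activated as the GDP aluminium fluoride complex binding bead-coupled RGS8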
# Target sequence (P09471 whole entry, looked up): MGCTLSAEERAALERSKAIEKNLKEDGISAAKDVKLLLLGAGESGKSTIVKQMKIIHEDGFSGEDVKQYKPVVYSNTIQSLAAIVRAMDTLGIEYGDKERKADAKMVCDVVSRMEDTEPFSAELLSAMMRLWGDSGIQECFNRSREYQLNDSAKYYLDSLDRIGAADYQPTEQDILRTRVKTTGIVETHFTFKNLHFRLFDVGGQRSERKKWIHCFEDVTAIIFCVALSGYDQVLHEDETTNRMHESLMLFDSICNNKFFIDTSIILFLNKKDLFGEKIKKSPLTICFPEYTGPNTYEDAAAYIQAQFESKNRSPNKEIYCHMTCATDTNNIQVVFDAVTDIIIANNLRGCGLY
# Pf gamet viab = inhibitors of late stage P. falciparum gametocyte viability. P. falciparum stage V gametocytes, ATP luminescence, 24 h. inhibition, % at 10.9 µM. 150,000 compounds, 0.065% hits;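 active = inhibition above the mean plus 3 SD of compounds within the control limits, set per campaign, cut at about 38% in these data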;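 note: 0% = DMSO wells and 100% = medium only without gametocytes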
# Rab2 wt GTP = changes GTP binding to wildtype dog Rab2A, up or down | GST-Rab2 wt beads, Bodipy-GTP binding, flow cytometry | 190,000 compounds, 0.19% hits | GTP binding activity, % at 10 µM | P61105;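 active = GTP binding activity at least 20 points away from 100%, either lowered or raised; inconclusive = signal likely due to the compound's own green fluorescence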;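 note: 0% = beads with excess unlabeled GTP and 100% = no-compound control corrected for plate trend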
# Mcl1 Bid PPI = disrupts binding of human Mcl-1 to Bid peptide | 220,000 compounds, 0.97% hits | Q07820 | inhibition, % at 21.7 µM | TR-FRET Mcl-1/Bid-Dy647 peptide binding, 1536-well;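 active = compounds that cut the binding signal by more than half at the single screening dose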;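 note: His-tagged Mcl-1 with europium anti-His antibody binding Bid BH3 peptide; 0% = Mcl-1 plus peptide wells and 100% = peptide-only wells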
# Target sequence (Q07820 whole entry, looked up): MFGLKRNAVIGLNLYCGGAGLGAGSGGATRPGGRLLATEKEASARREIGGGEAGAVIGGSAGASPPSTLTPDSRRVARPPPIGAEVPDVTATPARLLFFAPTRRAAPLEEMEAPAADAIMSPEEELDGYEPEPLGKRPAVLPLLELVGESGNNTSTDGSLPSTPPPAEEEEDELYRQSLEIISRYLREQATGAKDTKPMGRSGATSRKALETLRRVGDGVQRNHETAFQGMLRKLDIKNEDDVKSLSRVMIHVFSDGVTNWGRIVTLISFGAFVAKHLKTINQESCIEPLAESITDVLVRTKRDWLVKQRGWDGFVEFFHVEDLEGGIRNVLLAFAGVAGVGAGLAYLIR
# Bim-Mcl-1 = disrupts Bim peptide binding to human Mcl-1; Q07820; Bead-based flow cytometry, Bim peptide-Mcl-1 binding; inhibition, % at 10 µM; 190,000 compounds, 0.1% hits; AID 1009; in the data active = inhibition above about 40%;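 note: 0% = no compound tracer wells and 100% = peptide blocker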
# Rac1 mut GTP = modulators of GTP binding to human Rac1 activated mutant | GST-Rac1 activated beads, fluorescent GTP binding, flow cytometry; actives lie on both sides; 100% means binding = to untreated wells | percent activity (GTP binding), % at 10 µM | 190,000 compounds, 0.11% hits;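 active = GTP binding at least 20 percentage points away from the 100% baseline, in either direction, so actives lie on both sides; inconclusive = Compound likely fluorescent itself, or too few beads counted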
# Mcl1 Noxa PPI = Mcl-1/Noxa interaction inhibition | Q07820 | inhibition, % at 21.7 µM | TR-FRET Mcl-1/Noxa peptide binding, 2 h | 220,000 compounds, 1.5% hits;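 active = compounds that cut the protein-peptide binding signal by more than 50% relative to plate controls in a single-dose test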;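 note: His-tagged Mcl-1 with rhodamine Noxa BH3 peptide and terbium anti-His antibody; 0% = Mcl-1 plus Noxa peptide wells and 100% = peptide-only wells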
# Numbers without * were called inactive; u = inconclusive; x = no result given.
entry	compound	Rac1 mut GTP	Rac1 wt modul	Mcl1 Bid PPI	Rab2 wt GTP	Cdc42 wt GTP	HRas wt GTP	Bim-Mcl-1	Rab7 wt GTP bind	Mcl1 Noxa PPI	Pf gamet viab	RGS8-Gao reg
1	CCC(=O)Nc1nnc(-c2cccs2)s1	95	98	-7	93	94	96	0	94	17	-12	99
2	CCCCCNC(=O)C1CC(=O)OC12CCCCC2 (stereo unspecified)	95	97	-29	96	100	95	-1	98	-3	-27	99
3	N#Cc1sc2nc(N3CCCCC3)c3c(c2c1N)CCCC3	97	105	-9	98	96	98	0	95	32	x	104
4	Cc1ccc(-c2noc(CN3C(C)CCCC3C)n2)cc1 (stereo unspecified)	u	u	-12	u	u	u	-1	u	6	x	99
5	CNc1nc(N)c(C(=O)C(C)(C)C)s1	98	97	-56	100	98	101	4	95	4	17	96
6	CCn1ccc(C(=O)Nc2ccc(N(C)C(C)=O)cc2)n1	96	99	0	97	99	101	-2	97	24	x	100
7	COc1ccc(N(CC(=O)NCc2ccccc2)S(C)(=O)=O)cc1	99	102	-23	98	98	101	-5	98	-3	23	103
8	CC(=O)Oc1ccc(N(C(C)=O)S(=O)(=O)c2ccc(C)c([N+](=O)[O-])c2)cc1	93	98	-52	95	97	97	1	97	7	11	89
9	Cn1c(NCCN2CCCCC2)cc(=O)n(C)c1=O	100	105	-7	101	102	101	-2	100	-2	10	102
10	COCC(=O)Nc1nc(-c2ccccc2)c(C)s1	101	107	-9	101	104	103	-6	104	-4	-8	99
11	O=C(NNC(=O)c1cc(-c2ccccc2)n(-c2ccccc2)n1)c1cccc([N+](=O)[O-])c1	95	98	-70	98	97	97	-3	98	-61	-23	102
12	O=C(CN(Cc1cccs1)C(=O)CNS(=O)(=O)c1ccccc1)NCc1ccco1	100	104	-33	100	100	100	9	102	2	-2	100

# Reprinted at random: 5 records from the list.
entry	compound	Rac1 mut GTP	Rac1 wt modul	Mcl1 Bid PPI	Rab2 wt GTP	Cdc42 wt GTP	HRas wt GTP	Bim-Mcl-1	Rab7 wt GTP bind	Mcl1 Noxa PPI	Pf gamet viab	RGS8-Gao reg
7	COc1ccc(N(CC(=O)NCc2ccccc2)S(C)(=O)=O)cc1	99	102	-23	98	98	101	-5	98	-3	23	103
10	COCC(=O)Nc1nc(-c2ccccc2)c(C)s1	101	107	-9	101	104	103	-6	104	-4	-8	99
2	CCCCCNC(=O)C1CC(=O)OC12CCCCC2 (stereo unspecified)	95	97	-29	96	100	95	-1	98	-3	-27	99
6	CCn1ccc(C(=O)Nc2ccc(N(C)C(C)=O)cc2)n1	96	99	0	97	99	101	-2	97	24	x	100
9	Cn1c(NCCN2CCCCC2)cc(=O)n(C)c1=O	100	105	-7	101	102	101	-2	100	-2	10	102

# Following part:
entry	compound	Rac1 mut GTP	Rac1 wt modul	Mcl1 Bid PPI	Rab2 wt GTP	Cdc42 wt GTP	HRas wt GTP	Bim-Mcl-1	Rab7 wt GTP bind	Mcl1 Noxa PPI	Pf gamet viab	RGS8-Gao reg
13	O=C(C1=C[C@@H](c2csc3ccccc23)C[C@@H](OCc2ccc(CO)cc2)O1)N1CCN(Cc2ccccc2)CC1	97	99	1	96	96	99	0	95	4	x	109
14	CCOC(=O)c1c(C)n(CC(COC(C)=O)OC(C)=O)c2ccc(OC(C)=O)cc12 (stereo unspecified)	u	u	-18	u	u	u	-1	u	5	-32	103
15	CC(=O)N=c1sccn1CC(=O)c1ccc([N+](=O)[O-])cc1	98	99	-18	98	98	98	0	95	-13	x	96
16	Cc1oc2c(C)c3oc(=O)c4c(c3cc2c1C)CCCC4	99	103	3	103	102	100	-6	102	18	x	100
17	Cc1cc(C)c(NC(=S)N(CCN(C)C)Cc2cccs2)c(C)c1	96	103	-26	101	102	100	4	96	10	0	96
18	COc1ccc(C(=O)N2CCN(C(=O)CC(C)C)CC2)cc1OC	100	100	-6	99	102	102	-1	99	27	x	104
19	Clc1ccc(CN2C3=NCCCN3c3ccccc32)cc1	97	104	-19	102	100	100	-1	102	22	19	102
20	CCn1c(N2CCN(C(=S)NCC(C)C)CC2)nc2ccccc21	97	96	-30	95	97	97	0	95	4	12	100
21	CN1C(=O)c2oc3ccccc3c(=O)c2C1c1ccccn1 (stereo unspecified)	100	111	7	102	104	104	0	102	8	13	101
22	Cc1ccc(CSc2nnc(SCC(=O)N/N=C/c3c(C)nn(-c4ccccc4)c3C)s2)cc1	100	104	-5	100	103	99	-2	101	-4	-2	99
23	Cc1nnc(SCc2nnc(-c3ccccc3)o2)n(N)c1=O	101	111	-46	103	104	105	-2	106	3	-25	101
24	Fc1ccc(Br)cc1C1C=C(c2cccnc2)Nc2ncnn21 (stereo unspecified)	98	105	-8	99	101	100	-3	97	-2	x	98
25	FC(F)(F)c1nnc2ccc(NCc3cccnc3)nn12	95	98	-5	99	95	98	0	107	1	4	100
26	COc1ccc(C(C#N)N2CCCCCC2)cc1OC (stereo unspecified)	95	95	-16	94	97	94	0	94	16	-1	108
27	Cc1noc(C)c1CSc1nc2ccccc2[nH]1	99	101	-7	101	103	102	0	100	5	-6	95
28	Cc1cnc(C(=O)OCC(=O)NC2CCCCCC2)cn1	97	96	-15	96	97	97	1	95	5	-4	104
29	COc1ccc(N2CC(C)Cn3c2nc2c3c(=O)n(CCN3CCOCC3)c(=O)n2C)cc1 (stereo unspecified)	99	104	-109	102	101	101	5	99	-9	x	124
30	O=S(=O)(NCc1csc(-c2cccnc2)n1)c1ccc2c(c1)OCCO2	99	108	7	99	100	101	1	101	27	x	98
31	CCn1c(Cn2nnc(-c3ccccc3)n2)nnc1SCC(=O)Nc1ccccc1	99	106	3	100	105	101	-3	97	-17	-5	98
32	Cc1cc(=O)n(CNC(=O)c2ccccc2)c(=S)[nH]1	97	94	-24	96	98	97	-1	94	11	x	104
33	COc1ccc(Cn2c(O)cc(=O)[nH]c2=O)cc1	99	104	-8	100	100	98	-6	102	13	x	101
34	COc1ccc(NC(=O)CCCSc2nc(-c3ccco3)cc(C(F)(F)F)n2)cc1OC	97	103	-3	98	99	98	0	95	-12	x	104
35	O=C(CCCN1C(=O)C2CCCCN2C1=O)N1CCN(c2ccc([N+](=O)[O-])cc2)CC1 (stereo unspecified)	96	96	-12	98	97	99	-1	99	1	x	100
36	CCN(CC)c1ccc(NC(=O)C(C)C)cc1	98	101	-4	98	100	98	1	98	-4	2	101
37	Cc1ccc(Cn2ccc(NC(=O)c3cc(C)on3)n2)cc1	98	102	-1	99	99	99	-6	98	3	7	99
38	CCC(C)NC(=O)c1c(N)n(/N=C/c2cccnc2)c2nc3ccccc3nc12 (stereo unspecified)	92	94	12	88	86	89	3	91	-4	12	101
39	CCNC(=S)NNC(=O)c1ccccn1	104	106	-94	104	104	105	-3	103	-54	2	112
40	CC(=O)NS(=O)(=O)c1ccc(NC(=O)/C=C/c2cn(-c3ccccc3)nc2-c2ccccc2)cc1	90	87	18	84	93	89	-13	92	28	-42	101
41	O=C(Cn1c(=O)[nH]c2ccsc2c1=O)NC1CCCCCC1	100	100	0	102	100	101	-3	98	1	-2	100
42	CC(C)n1c(C(O)c2ccccc2)nc2ccccc21 (stereo unspecified)	u	u	3	u	u	u	-2	u	-8	x	100
43	CCOC(=O)C1CCN(Cc2ccc(Cl)c(Cl)c2)CC1	98	106	10	103	104	103	-3	102	20	x	102
44	CC1CCCCC1NC(=O)CSc1nnnn1-c1ccccc1 (stereo unspecified)	101	106	-3	105	105	104	-11	103	12	x	95
45	Cc1ccc(CSCc2ccc(C(=O)NCCCN3CCOCC3)o2)cc1	95	102	-10	102	101	100	-3	106	10	7	97
46	COc1cc(C2CC(=O)N3CN(Cc4ccco4)CSC3=C2C#N)ccc1OCc1ccccc1 (stereo unspecified)	97	101	-7	97	97	98	-5	98	17	x	88
47	CC1=C(C(=O)OC(C)C)C(c2cn(-c3ccccc3)nc2-c2cccs2)NC(=O)N1 (stereo unspecified)	96	98	20	98	97	97	0	95	4	-7	96
48	O=C(N/N=C/c1ccc(Br)s1)c1c[nH]c2ccccc12	99	103	-34	100	103	102	-7	99	11	-15	96
49	O=C(CSc1nnc(Cc2ccccc2)o1)N1CCOCC1	97	102	-11	100	98	99	-2	102	-4	24	100
50	O=C(NCc1ccc2c(c1)OCO2)C1CC(c2ccccc2O)=NO1 (stereo unspecified)	100	105	-36	102	105	104	0	99	12	x	104
51	COc1ccc(-c2ccc(-c3noc(-c4cccs4)n3)c(OC)n2)cc1	98	102	7	99	98	100	1	100	23	x	101
52	CCOC(=O)c1c(-c2ccc(C)cc2)cn2ccccc12	101	106	-23	103	103	103	-3	102	-4	17	99
53	O=c1[nH]c(C(F)(F)F)nc2ccccc12	98	100	1	98	102	99	-4	94	9	-5	102
